M5 ag – CHRM5 agonism in calcium assay; P08912; activation, % at 3 µM; 360,000 compounds, 0.19% hits; CHO-K1 hM5 cells, Fluo-8 calcium fluorescence; 0% DMSO wells, 100% maximal acetylcholine response;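 active = activation above the run's mean over test compounds plus 3 SD, cut at about 23% in these data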;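 also: signal is peak over basal fluorescence ratio across the kinetic read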
Target sequence (P08912 whole entry, looked up): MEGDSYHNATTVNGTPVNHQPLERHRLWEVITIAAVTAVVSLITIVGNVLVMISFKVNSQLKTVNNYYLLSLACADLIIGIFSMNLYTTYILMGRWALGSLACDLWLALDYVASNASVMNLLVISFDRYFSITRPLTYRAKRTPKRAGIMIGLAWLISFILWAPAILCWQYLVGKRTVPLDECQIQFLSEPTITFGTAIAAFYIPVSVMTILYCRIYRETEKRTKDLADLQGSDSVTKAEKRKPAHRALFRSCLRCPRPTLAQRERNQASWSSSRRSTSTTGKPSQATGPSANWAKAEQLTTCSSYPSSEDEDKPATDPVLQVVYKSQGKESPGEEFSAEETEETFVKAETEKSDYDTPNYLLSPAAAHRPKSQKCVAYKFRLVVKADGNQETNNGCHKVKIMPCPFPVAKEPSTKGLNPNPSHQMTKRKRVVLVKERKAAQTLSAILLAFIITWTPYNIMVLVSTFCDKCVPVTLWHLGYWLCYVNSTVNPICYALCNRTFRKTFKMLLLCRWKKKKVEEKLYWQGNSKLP
CHRM4 antagonist – antagonists of human muscarinic M4 receptor (CHRM4) | P08173 | CHO-hM4 cells, ACh EC80, Fluo-8 calcium fluorescence | inhibition, % at 3 µM | 360,000 compounds, 0.73% hits | AID 624125;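 active = inhibition above its plate's cutoff, the mean inhibition of sample wells plus 3 SD, cut at about 27% in these data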;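 also: 0% = acetylcholine EC80 with DMSO and 100% = DMSO without agonist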
Target sequence (P08173 whole entry, looked up): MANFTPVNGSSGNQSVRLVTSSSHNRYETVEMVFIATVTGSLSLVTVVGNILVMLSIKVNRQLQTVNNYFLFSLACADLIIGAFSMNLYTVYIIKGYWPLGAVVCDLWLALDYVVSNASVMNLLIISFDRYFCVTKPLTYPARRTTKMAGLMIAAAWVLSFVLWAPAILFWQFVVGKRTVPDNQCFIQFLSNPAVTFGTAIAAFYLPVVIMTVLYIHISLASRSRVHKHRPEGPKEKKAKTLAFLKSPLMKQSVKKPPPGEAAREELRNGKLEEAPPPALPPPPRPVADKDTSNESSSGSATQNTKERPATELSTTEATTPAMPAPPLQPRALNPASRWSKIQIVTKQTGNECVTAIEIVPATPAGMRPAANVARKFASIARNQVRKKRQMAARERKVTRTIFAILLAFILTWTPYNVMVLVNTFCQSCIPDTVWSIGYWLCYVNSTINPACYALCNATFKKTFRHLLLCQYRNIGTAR
CRFR2-BP antag – CRF-BP/CRF-R2 complex antagonism; HEK293 CRF-R2/CRF-BP, CRF-induced calcium fluorescence; inhibition, % at 11.8 µM; 350,000 compounds, 0.59% hits; AID 588475;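 active = inhibition of the ligand-induced calcium signal above about 50% at the single tested concentration, limit read from the data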
CHRM5 PAM – CHRM5 positive allosteric modulation. activation, % at 3 µM. 360,000 compounds, 0.3% hits. CHO-K1 hM5, Fluo-8 calcium, ACh EC20 PAM; 0% = ACh EC20, 100% = ACh EC100;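 active = activation above the run cutoff, the mean activation of all test compounds plus 3 SD, cut at about 18% in these data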
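Probe or stimulus: acetylcholine, EC20 level; Assay system: human M5 receptor in CHO-K1 cells; Schedule: compound preincubation 140 s before EC20 acetylcholine addition; Technique: intracellular calcium via Fluo-8 fluorescence; Dosing: single-point, 3 µM nominal; Read-out basis: percent activation from peak-over-basal fluorescence ratio, scaled EC20-to-EC100 acetylcholine; Repeats: one well per compound, no replicates.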
M1 PAM – potentiates human M1 receptor response to acetylcholine; CHO-K1 hM1, Fluo-8 calcium fluorescence, ACh EC20; 0% = ACh EC20, 100% = maximal ACh; activation, % at 3 µM; 360,000 compounds, 0.088% hits; in the data active = activation above about 19%, passing the limit was not always enough
CHRM4 agonist – CHRM4 agonism in calcium assay. P08173. AID 624127. activation, % at 3 µM. 360,000 compounds, 0.14% hits. CHO-K1 hM4/Gqi5, Fluo-8 calcium fluorescence; vehicle 0%, full acetylcholine response 100%;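 active = activation above the run mean over all test wells plus 3 SD, cut at about 32% in these data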;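 also: peak over basal fluorescence ratio per well then scaled between controls; 0% = DMSO wells and 100% = acetylcholine at EC100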
CRFR2-BP ag – agonists of human CRF-binding protein/CRF-R2 receptor complex; HEK293 CRF-R2/CRF-BP, calcium dye fluorescence (FLIPR); percent of saturating CRF peptide response; activation, % at 13.2 µM; 350,000 compounds, 0.46% hits;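 active = activation of at least 50%, plus an integration ratio under a set limit after plate pattern correction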;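 also: plate controls were neutral control wells without compound for no effect and CRF at EC100 for full effect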
CHRM4 PAM – positive allosteric modulators of human muscarinic M4 receptor; CHO-K1 hM4/Gqi5, Fluo-8 calcium fluorescence, ACh EC20; 0% = ACh EC20, 100% = maximal ACh; activation, % at 3 µM; 360,000 compounds, 0.4% hits;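 active = activation above its plate's cutoff, the mean activation of sample wells plus 3 SD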; also: some results filed as inactive read as strong as hits
M5 antag – antagonists of human muscarinic M5 receptor (CHRM5) | P08912 | inhibition, % at 3 µM | CHO-hM5 cells, Fluo-8 calcium fluorescence, ACh EC80 | 360,000 compounds, 0.59% hits | AID 624040;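 active = inhibition above a per-plate cutoff, the mean of that plate's test compounds plus 3 SD, cut at about 27% in these data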;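 also: 0% = acetylcholine EC80 with DMSO and 100% = DMSO without agonist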
Numbers without * were called inactive; . = not tested or not shown.

canonical_smiles	M5 ag	CHRM4 antagonist	CRFR2-BP antag	CHRM5 PAM	M1 PAM	CHRM4 agonist	CRFR2-BP ag	CHRM4 PAM	M5 antag
O=C(c1cccc([N+](=O)[O-])c1)N1CCCC(C(=O)N2CCCCCC2)C1 (configuration not stated)	-16.6	-10.0	16.6	5.6	0.6	0.9	2.5	-10.2	-3.7
CCc1nnc(NC(=O)c2cc(-c3ccccn3)nc3ccccc23)s1	4.7	-1.8	-4.9	2.2	13.0	0.8	-1.7	19.4*	5.1
N#Cc1cc([N+](=O)[O-])ccc1NC(=O)CSc1n[nH]c(=O)n1C1CC1	0.8	1.4	1.5	1.6	3.1	0.8	-0.2	8.1	10.2
O=C(CCCSc1nc2ccccc2[nH]1)NC(c1ccccc1)c1ccccc1	-6.3	5.0	22.8	-6.4	0.7	3.5	-1.5	-6.5	5.5
CC(C)C[C@H](NC(=O)c1[nH]cnc1C(=O)N[C@@H](Cc1ccccc1)C(=O)OC(C)(C)C)C(=O)OCc1ccccc1	-2.6	-1.2	1.6	1.1	-4.8	1.2	5.4	-0.4	1.9
Cc1cc(SCC(=O)c2cccs2)n2nc(C)c(-c3ccc(Cl)cc3)c2n1	3.9	-3.5	-20.9	12.7	8.9	1.4	7.5	23.2*	9.4
CCCCCOC(=O)C1[C@H]2C(=O)N(Cc3cccs3)C[C@]23C=C[C@H]1O3 (some centres not stated)	2.5	-0.8	1.9	-4.0	5.1	-0.7	-0.6	4.1	5.7
CCCOc1ccc(C(=O)NC(C)C(=O)O)cc1 (configuration not stated)	-0.3	-5.3	30.8	0.6	10.3	1.3	-0.6	8.0	-1.9
O=c1[nH]c(C2CCN(S(=O)(=O)Cc3ccccc3)CC2)nc2c1nnn2Cc1cccc(Cl)c1	0.0	14.1	6.6	-1.5	0.4	1.3	5.1	-12.9	4.6
Cn1c(=S)n(C)c2ccccc21	-3.6	-5.8	0.1	-2.4	9.9	2.7	-0.6	0.0	11.7
CN(C)/C=C(\C#N)C(=O)Nc1ccc(O)cc1F	2.5	7.0	-2.2	-2.1	8.8	0.8	-0.3	4.1	1.0
CC1(C)Cc2c(c(-c3ccccc3)nc(N3CCOCC3)c2C(N)=O)CO1	0.5	10.5	10.4	3.0	5.7	0.6	-2.2	6.3	-4.6
COc1ccc(CCNC(=O)Cc2cccc(C(F)(F)F)c2)cc1OC	0.7	6.0	4.8	9.4	11.5	1.3	-1.0	5.3	-5.0
Cc1ccc(/C=C/C(=O)OCC(=O)Nc2cccnc2Cl)cc1	0.3	3.3	1.6	15.5	7.0	3.4	-1.4	-1.6	-6.2
CCCCCN(C(=O)COC(=O)c1ccc(Br)o1)c1c(N)n(CCCC)c(=O)[nH]c1=O	0.2	-3.2	18.2	5.4	5.3	0.9	-1.0	7.2	5.0
CCN(CC)C(=O)Cn1cc(S(=O)(=O)CC(=O)NCCc2ccc(OC)c(OC)c2)c2ccccc21	0.3	-6.8	-21.4	-2.4	6.7	0.4	1.9	-1.9	2.7
COc1ccc(N(C)S(=O)(=O)c2cccc(C(=O)Nc3nc(C)c(C(C)=O)s3)c2)cc1	4.7	3.7	2.8	-10.4	-12.5	12.5	-0.2	3.5	3.4
O=C(CSc1nc2[nH]c(=O)[nH]c(=O)c2s1)Nc1cccc(F)c1	3.6	-6.3	12.5	3.0	10.0	3.1	-0.4	5.8	-6.4
Cc1cc(S(=O)(=O)Nc2ncnc3sccc23)ccc1F	1.5	-6.3	-10.9	1.7	2.8	0.5	-0.3	2.2	2.3
c1ccc(COc2ccc(-c3cc4nc(NCCN5CCOCC5)ccn4n3)cc2)cc1	6.8	12.0	.	-12.1	-9.9	16.3	.	-6.8	18.2
NS(=O)(=O)c1ccc(CCN=Cc2ccccc2O)cc1	-1.3	-3.2	3.9	-4.7	11.9	0.5	-0.1	7.0	7.2
Cc1cc(OCC(=O)NCC2CCC(C(=O)O)CC2)c2c(C)c(Cc3ccccc3)c(=O)oc2c1 (configuration not stated)	2.3	-11.0	3.6	3.1	4.6	0.2	-2.1	4.7	3.1
O=C(CN1CCN(Cc2ccccc2)CC1)Nc1cccc(Br)c1	-6.7	2.3	-4.8	-0.1	10.1	1.9	-0.5	-1.1	7.3
CCOC(=O)C1=C(C)N(C)C(C)=C(C(=O)OCC)C1c1ccccc1	-14.9	5.8	12.4	-9.1	2.8	-1.9	-0.3	1.1	-4.6
O=C(O)c1ccc2c(=O)n3c(nc2c1)/C(=C/c1cccc(Cl)c1Cl)CCCC3	-1.5	14.1	21.6	2.3	-3.9	0.3	1.0	-2.2	-0.8
O=C(Nn1c(Cc2cccs2)nc2ccccc2c1=O)c1ccc(F)c(F)c1	-8.2	-0.7	-2.8	12.1	5.8	0.9	0.5	2.3	-10.8
COC(=O)c1scc(C)c1NC(=O)CSc1ccc(Cl)cc1	-3.8	-10.6	5.5	-3.5	-4.8	1.7	-3.9	-1.9	6.3
Cc1onc(-c2ccccc2Cl)c1C(=O)N1CCN(c2nc3ccccc3s2)CC1	-3.5	9.8	2.0	-0.9	10.8	5.2	-0.6	-3.4	-2.4
Cn1nc(-c2ccc(Cl)cc2)c2cc(C(=O)NCCCN3CCOCC3)sc21	-5.1	-8.4	1.4	-3.6	10.5	1.6	-1.3	4.0	0.5
O=C(Nc1ccc(OC(=O)c2cccnc2)cc1)c1cccnc1	2.3	11.5	-1.7	-2.0	1.8	2.0	1.5	-6.9	7.4

Entries from the list above with bromine (2):
canonical_smiles	M5 ag	CHRM4 antagonist	CRFR2-BP antag	CHRM5 PAM	M1 PAM	CHRM4 agonist	CRFR2-BP ag	CHRM4 PAM	M5 antag
CCCCCN(C(=O)COC(=O)c1ccc(Br)o1)c1c(N)n(CCCC)c(=O)[nH]c1=O	0.2	-3.2	18.2	5.4	5.3	0.9	-1.0	7.2	5.0
O=C(CN1CCN(Cc2ccccc2)CC1)Nc1cccc(Br)c1	-6.7	2.3	-4.8	-0.1	10.1	1.9	-0.5	-1.1	7.3

Carrying on.
canonical_smiles	M5 ag	CHRM4 antagonist	CRFR2-BP antag	CHRM5 PAM	M1 PAM	CHRM4 agonist	CRFR2-BP ag	CHRM4 PAM	M5 antag
CCN1CCN(S(=O)(=O)c2ccc(Cl)c(C(=O)N(C)Cc3ccc(Cl)cc3Cl)c2)CC1	-4.2	-0.7	-3.9	0.3	8.7	4.1	-0.1	0.1	-3.3
Nc1cn(C2OC(CO)C(O)C2O)c(=O)[nH]c1=O (configuration not stated)	3.4	-0.7	-6.2	8.4	11.1	0.5	-1.2	-0.4	-10.0
COc1ccc([N+](=O)[O-])cc1NC(=O)c1ccc(N(Cc2ccccc2Cl)S(C)(=O)=O)cc1	-1.7	-1.8	6.0	-4.4	-1.2	5.9	-0.5	-7.1	9.3
Cn1c(O)c(N=NC(=O)CNC(=O)c2ccco2)c2ccccc21	-2.3	5.8	-0.7	1.4	-5.0	1.5	1.9	5.4	-5.2
CCn1c(C(=O)O)c(CC(=O)Nc2cccc(C(F)(F)F)c2)c2ccccc21	1.8	-6.6	37.4	-3.2	0.4	0.1	-1.3	3.2	-3.5
O=C(c1ccsc1)N1CCCC(N2CCN(c3cccc(Cl)c3)CC2)C1 (configuration not stated)	-3.3	3.1	9.8	-4.4	-6.4	0.7	-0.7	-4.2	0.8
CCOc1ccc(C(=O)COC(=O)c2c(-c3ccccc3)noc2C)cc1	-4.2	-13.2	20.0	-9.9	-6.2	1.4	-0.6	-7.3	1.0
Cc1ccc(OCC(=O)c2cc(C)n(-c3ccccc3)c2C)c([N+](=O)[O-])n1	0.9	2.4	23.1	-9.6	7.1	4.5	-1.3	-7.0	9.7
COc1ccc(C)cc1NC(=O)NCc1ccccc1F	-3.6	-2.5	6.7	-4.5	7.8	-0.7	0.9	-3.1	7.5
O=C(COc1ccccc1)Nc1nc(-c2ccncc2)cs1	-1.4	3.3	-8.0	-8.0	10.6	15.8	1.4	-1.1	12.1
Cn1cccc1C(=O)N1CCN(c2cccc(C(F)(F)F)c2)CC1	-0.2	-5.3	-6.2	-0.5	9.8	4.0	-1.4	4.1	-3.2
COc1ccc(-c2coc3c(C)c4oc(=O)c(CCC(=O)O)c(C)c4cc23)cc1	-3.7	-8.0	-8.2	-2.7	15.8	7.0	-1.5	-2.8	1.6
CC1CCCCN1C(=O)c1cc2c(=O)n3ccccc3nc2s1 (configuration not stated)	-0.6	-5.8	-2.2	2.8	18.4	4.8	0.3	0.9	7.3
Cc1cc(Cl)ccc1OCC(=O)NNC(=O)CCOc1ccccc1	-2.7	-12.2	0.0	3.2	9.6	1.8	-0.5	9.6	9.8
CC1Cc2ccccc2N1C(=O)CSc1nc(-c2ccccc2)cs1 (configuration not stated)	-3.7	-9.2	0.8	-4.6	5.7	-0.1	3.5	-2.5	4.9
COc1cc(C#Cc2c(C=O)n(C)c3ccccc23)cc(OC)c1	-1.4	0.6	-2.3	7.8	2.6	-1.8	1.4	6.2	11.9
O=C(c1cc(F)ccc1F)C1CCCN(C(=O)c2cccs2)C1 (configuration not stated)	-1.4	1.2	9.6	-3.7	1.4	0.5	-1.0	3.8	-9.3
COc1ccc2c(c1)CC(C(=O)Nc1ccc(Cl)cc1)/C(=N/O)O2 (configuration not stated)	1.2	4.6	12.2	-1.6	2.0	1.5	-0.7	-2.0	7.1
COc1cc2c(cc1NC(=O)COC(=O)Cn1cnc3ccccc31)oc1ccccc12	-3.7	-1.9	-12.6	-2.6	3.7	3.1	0.9	6.3	2.8
Cc1nn2c(-c3ccccn3)ccnc2c1Br	-4.0	-14.8	3.0	8.5	5.5	0.8	1.6	5.8	-17.6
C=CCc1c(O)c(CC)cc2c(C)cc(=O)oc12	-6.4	11.6	-13.8	6.0	16.7	-0.8	-0.2	9.4	-0.7
Cc1ccc(N2CCN(C(=O)Nc3cccc([N+](=O)[O-])c3)CC2C)cc1 (configuration not stated)	4.1	-9.8	-0.3	-11.5	0.8	13.7	0.7	-0.5	14.5
Cc1ccsc1C(=O)OCC(=O)N1CC(=O)Nc2ccccc21	-7.5	-6.7	-15.3	-0.4	0.5	1.1	-0.8	-2.3	-3.7
CCC(=O)Nc1ccc(NC(=O)CSc2nc3cc4c(cc3cc2C)CCC4)cc1	1.6	-2.2	-17.2	0.9	-1.3	2.6	1.4	-3.0	0.3
Cc1sc2nc(CN3CCCC3)nc(N3CCN(S(=O)(=O)c4ccccc4)CC3)c2c1C	-11.0	16.3	-9.0	-8.3	-17.3	1.1	-1.1	-9.1	7.3
CCc1c(C)nc2ncnn2c1N1CCCC(C(=O)NCc2ccc3c(c2)OCO3)C1 (configuration not stated)	-2.5	-7.5	20.5	-6.2	-4.9	-0.5	0.7	4.8	2.5
CCN(CC)S(=O)(=O)c1ccc(N2CCCC2)c(NC(=O)c2ccc(OC)cc2OC)c1	-12.4	-9.2	31.4	-3.7	6.0	0.3	0.6	-5.4	-3.3
C/C(=N\NC(N)=O)c1c(F)cccc1F	5.2	-3.7	-1.0	12.0	13.5	1.1	1.5	7.6	-6.3

Screening data as filed in PubChem BioAssay.
